# Wnt bcat act = activators of Wnt/beta-catenin signaling | activation, % at 9.35 µM | hit rate 1.2% among 300,000 | Wnt/beta-catenin reporter cell assay, activator, plate reader | AID 743398; in the data active = activation above about 30%, passing the limit was not always enough;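 note: 0% = neutral control wells and 100% = positive control wells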
# RTF Ca sens inh = cardiac RTF calcium desensitization; hit rate 0.12% among 340,000; inhibition, % at 7.15 µM; P19429+P45379; IANBD-labeled cardiac RTF, Ca2+ fluorescence;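 active = inhibition above the mean inhibition of all tested compounds plus 3 SD, cut at about 17% in these data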;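 note: assay run at fixed EC70 calcium of 1.6 mM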
# RTF Ca sens act = cardiac RTF calcium sensitization. P19429+P45379. activation, % at 7.2 µM. hit rate 0.24% among 340,000. IANBD-labeled TnC RTF fluorescence at EC20 calcium; 0% EC20 calcium, 100% full calcium;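 active = activation above the mean over all tested compounds plus 3 SD, cut at about 30% in these data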;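 note: rise in fluorescence read as greater calcium sensitivity of cardiac thin filaments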
# Arrestin-AP2 inh = inhibitors of human beta-arrestin and AP2 interaction | FITC-arrestin peptide / GST-AP2 beads, flow cytometry; AP2 beta2 appendage carries R879A mutation | inhibition, % at 10 µM | hit rate 0.31% among 340,000 | AID 504490;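 active = inhibition above a set limit, near 3 SD of compounds lacking own fluorescence, cut at about 54% in these data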;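 note: plate controls were DMSO wells for no effect and 5 µM unlabelled arrestin peptide for full effect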
#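 Test system: GST-tagged AP2 beta2-adaptin appendage (R879A) on 4 µm glutathione beads; also added: fluorescein-tagged arrestin peptide at 50 nM final; timing: 12 min plus 1 h, RT; signal: flow cytometry, FL1 (488/535 nm); read-out: percent drop in bead-associated FITC signal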
# Keap1-Nrf2 PPI = inhibitors of human Keap1-Nrf2 protein-protein interaction. Keap1 Kelch-Nrf2 peptide fluorescence polarization, 1536-well. inhibition, % at 9.4 µM. hit rate 0.15% among 340,000; in the data active = inhibition above about 12%;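 note: human Keap1 Kelch domain with fluorescein labeled Nrf2 9mer peptide probe; 0% = neutral control wells and 100% = peptide positive control; higher means more block of Keap1 binding to Nrf2 peptide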
# MOR-DOR inv ag = inverse agonist of human OPRM1-OPRD1 heterodimerization; P35372+P41143; cell-based MOR-DOR heterodimer luminescence, inverse agonism; inhibition, % at 9.3 µM; hit rate 0.21% among 340,000; AID 504357; in the data active = inhibition above about 22%, passing the limit was not always enough;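 note: 0% = cells with DMSO and 100% = wells without cells with DMSO; values of inactives mirror those of a sister screen read the other way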
# Target sequence (P35372 whole entry, looked up): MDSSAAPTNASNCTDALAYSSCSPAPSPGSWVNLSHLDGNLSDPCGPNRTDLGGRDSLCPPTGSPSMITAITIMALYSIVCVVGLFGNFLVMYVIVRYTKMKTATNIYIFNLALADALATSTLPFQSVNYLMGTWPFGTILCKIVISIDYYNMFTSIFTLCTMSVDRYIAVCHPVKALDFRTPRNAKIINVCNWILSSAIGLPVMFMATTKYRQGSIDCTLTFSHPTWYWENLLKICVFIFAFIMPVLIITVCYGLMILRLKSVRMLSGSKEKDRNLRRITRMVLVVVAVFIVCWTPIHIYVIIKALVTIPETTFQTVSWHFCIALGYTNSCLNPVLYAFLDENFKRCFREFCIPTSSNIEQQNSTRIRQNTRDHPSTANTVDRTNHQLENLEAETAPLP
# Target sequence (P41143 whole entry, looked up): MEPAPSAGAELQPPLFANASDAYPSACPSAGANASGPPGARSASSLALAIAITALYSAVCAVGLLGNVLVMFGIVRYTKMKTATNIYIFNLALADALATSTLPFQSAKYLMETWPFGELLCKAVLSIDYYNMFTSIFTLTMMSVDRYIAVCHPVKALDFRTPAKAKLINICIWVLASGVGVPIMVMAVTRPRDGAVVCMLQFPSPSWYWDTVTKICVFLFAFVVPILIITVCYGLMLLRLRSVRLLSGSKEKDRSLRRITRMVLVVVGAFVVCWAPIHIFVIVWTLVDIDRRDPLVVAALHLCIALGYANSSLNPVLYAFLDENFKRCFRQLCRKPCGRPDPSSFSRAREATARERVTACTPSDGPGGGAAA
# Pemphigus Ab inh = human desmoglein-3 autoantibody binding inhibition | binding (percent of control), % at 10 µM | AID 588358 | hit rate 0.48% among 310,000 | DSG3-coupled beads, scFv-anti-DSG3-GFP binding, flow cytometry; active compounds read low | P32926;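 active = binding more than 3 SD below its plate's average and above zero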;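 note: hits lower antibody fragment binding to DSG3; some compounds called inactive have numbers as strong as hits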
# V-ATPase pHluor = yeast V-ATPase proton transport regulation by pHLuorin | S. cerevisiae, pHLuorin cytosolic pH fluorescence | response, % at 10 µM | hit rate 0.37% among 350,000; in the data active = response mostly above about 7.3%, no sharp cut-off; inactive = mostly below about 5.4%; note: actives read high; inactives centre near 0; some compounds called inactive have numbers as strong as hits; reference of the scale not given here
# OPRM1-OPRD1 ag = agonists of human mu-delta opioid receptor heterodimerization | cells, OPRM1-OPRD1 heterodimerization, luminescence | hit rate 0.3% among 340,000 | activation, % at 9.3 µM | P35372+P41143; in the data active = activation above about 18%;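 note: 0% = vehicle-treated cells and 100% = reference agonist; values of inactives mirror those of a sister screen read the other way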
# LANA DNA inh = blocks KSHV LANA C-terminal domain binding to DNA | MBP-C-LANA/FAM-LBS DNA binding, fluorescence polarization | inhibition, % at 9 µM | hit rate 0.078% among 340,000 | AID 504423;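 active = highest replicate inhibition at or above 60% at 9 µM, even if other replicates fall short; inactive = all replicates below 60% inhibition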;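 note: 0% = neutral control wells and 100% = 4 µM acridine orange control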
# * hit, by the source's call; · = not tested or not shown. Outcome played no part in choosing rows; overall some 3.1% were active at least once.
SMILES,Wnt bcat act,RTF Ca sens inh,RTF Ca sens act,Arrestin-AP2 inh,Keap1-Nrf2 PPI,MOR-DOR inv ag,Pemphigus Ab inh,V-ATPase pHluor,OPRM1-OPRD1 ag,LANA DNA inh
Cc1ccc(NS(=O)(=O)c2c(F)cc(F)c(Cl)c2F)cc1S(=O)(=O)N1CCOCC1,-2,-1,1,10,-4,4,·,0,-0.8,-2.8
CC(C)Oc1cccc(C(=O)NC(=S)Nc2ccc3c4c(cccc24)CC3)c1,·,-17,7,48,-3,-5,100,-2,1.2,0.5
CC(=O)Nc1ccc(O)c(-c2nc3ccccc3s2)c1,23,-9,2,·,-1,26*,103,-2,-3.8,0.7
C=CCOc1cccc(CNc2cccc(C(=O)O)c2)c1,-2,0,-2,35,-2,13,98,8,-2.5,-0.5
Cc1nn2c(N3CCN(C)CC3)c3c(nc2c1-c1ccccc1)CCCC3,1,·,·,-15,·,·,101,4,·,·
O=C(NCCc1cccs1)C1CC(c2cccc([N+](=O)[O-])c2)=NO1 (centres undefined),-1,-7,-3,20,-3,4,104,-2,-0.7,1.6
O=C(Nc1nnc(-c2ccco2)s1)c1ccccc1,17,-24,-6,2,3,-1,88,-2,0.2,1.8
OC1CCCN(Cc2ccc3c(c2)Cc2ccccc2-3)C1 (centres undefined),·,-4,1,-5,-1,7,103,1,-1.4,-0.4
CCc1ccc(/C=C\C(=O)N2CCc3ccccc3C2)cc1,·,1,-6,9,-3,3,109,-1,-0.7,-2.8
CC(C)(CC(=O)O)CC(=O)N1CCCN(c2nc3ccc(Cl)cc3s2)CC1,2,4,-4,-8,-4,7,104,1,-1.2,0.1
O=C(COc1ccc(Cl)cc1)Nc1cnn(Cc2c(Cl)cccc2Cl)c1,·,-1,-1,0,2,-49,96,0,11,-0.7
N#Cc1sc2nc(N3CCCCC3)c3c(c2c1N)CCCC3,·,1,-3,12,-2,-5,109,-2,0.9,0.0
O=C(Cn1ncc2c3ccccc3n(Cc3cccc(Cl)c3)c2c1=O)NCc1ccccn1,1,-16,7,-1,-19,15,96,-4,-3.0,0.0
Cc1ccc(SCc2nnc(N)s2)cc1,·,2,-5,-8,-1,12,110,2,-2.2,-1.6
CCOC(=O)C[C@H]1c2ccc(C(F)(F)F)cc2S(=O)(=O)N1c1cccc(OC)c1,0,-4,-4,3,0,-29,106,-5,5.0,1.1
COc1ccc(Nc2nc(C)cc(C)c2C#N)c(OC)c1,1,0,0,-9,-3,-23,104,3,4.9,-0.9
CCCCn1c(SCC(=O)Nc2oc(C)c3c(C)n[nH]c(=O)c23)nc2cc(S(N)(=O)=O)ccc21,-1,-2,0,0,-5,18,103,-3,-3.5,-0.3
CC(=O)Nc1ccc2nc(NC(=O)COc3ccc(C)cc3)sc2c1,-2,0,4,14,2,-4,123,1,0.7,-1.7
COc1ccc(Cl)cc1NC(=O)C1Cc2cc(S(=O)(=O)N3CCCC3)ccc2N1C(C)=O (centres undefined),2,-8,-4,33,-2,5,96,2,-1.0,-0.7
O=C(CSc1ccc2nnc(-c3ccncc3)n2n1)NCC1CCCO1 (centres undefined),-3,-6,1,10,0,11,100,10,-1.9,-0.9
O=C(Cc1ccc(NC(=O)C2CCCN(C(=O)C3CCCCC3)C2)cc1)Nc1cccc(C(=O)N2CCCC2)c1 (centres undefined),-1,5,19,11,-5,9,113,-3,-2.0,-4.2
COc1ccc(C(=O)CC(=O)C(=O)Nc2ccc(C)c(C)c2)cc1,4,-8,-2,-6,-3,3,118,0,-0.7,0.5
CCC(=O)N(CCC(c1ccc(C)cc1)c1ccco1)Cc1ccco1 (centres undefined),1,-2,-1,-5,-9,9,108,-6,-1.6,-2.6
COCCN(C(=O)c1snc(C(N)=O)c1N)C(C(=O)NC1CCCCC1)c1ccc(OC)c(OC)c1 (centres undefined),1,-2,-1,27,4,10,92,-4,-2.2,-0.4
O=C(NCCO)c1cc2ccccc2cc1O,·,-6,3,14,-3,-13,96,1,2.3,0.3
CCOC(=O)c1ccc(NC(=O)CCSCCc2ccccn2)cc1,·,-40,-6,6,1,17,91,-3,-2.7,0.5
CN(C)c1ccc(/C=N/N=C(N)N)cc1[N+](=O)[O-],-2,-2,-3,-9,0,3,110,1,-0.7,0.1
O=C1CC(c2ccc(F)cc2)Cc2nc(NCC3CCCO3)ncc21 (centres undefined),-3,-3,1,10,-3,12,·,-1,-2.3,0.4
O=C(N/N=C/c1c[nH]c2c1ccc1ccccc12)c1ccc([N+](=O)[O-])cc1,-5,-11,-2,-2,-3,-23,91,1,3.2,0.6
Cc1cc(C)cc(OCC(=O)Nc2ccc(N3CCN(S(C)(=O)=O)CC3)cc2)c1,-9,0,6,14,1,3,98,-5,-0.5,-0.4
O=C(Nc1ccncc1)Nc1cccc(Cl)c1Cl,5,0,-5,6,4,-41,101,-1,6.0,-0.8
O=C(NC(=S)Nc1ccccc1N1CCN(C(=O)c2ccccc2)CC1)c1cccs1,-4,-2,2,7,-1,12,·,-2,-2.4,-1.2
Cc1cc(=O)oc2cc(OCc3ccc(C(=O)N4CCN(c5ccccc5)CC4)cc3)ccc12,-2,-17,6,7,4,-2,81,-5,0.4,1.2
Cc1ccc(S(=O)(=O)N(CC(=O)NCCSc2ccccn2)c2cc(C)cc(C)c2)cc1,·,3,-3,3,1,1,·,-2,-0.2,1.0
CSc1ncccc1C(=O)Nc1ccc(S(=O)(=O)Nc2nccs2)cc1,·,-7,2,23,0,4,100,9,-0.7,-1.8
CCc1c(C)sc(NC(=O)/C=C/c2ccc3c(c2)OCO3)c1C(=O)OC,·,-7,1,2,1,6,102,0,-1.1,-0.4
Cc1ccc(C(=O)Nc2ccc([N+](=O)[O-])cn2)o1,24,-7,0,-9,0,7,85,1,-1.4,0.0
Cc1ccc(-n2nc(C(=O)NCc3ccco3)c3c4ccccc4n(C)c3c2=O)cc1,0,-1,-2,0,-7,-3,102,2,0.5,-1.3
COc1ccc(CNC(=O)CSCc2cccc(Cl)c2)cc1,-2,6,9,12,0,1,124,-1,-0.2,0.5
COc1ccc([N+](=O)[O-])cc1NC(=O)COC(=O)Cn1cnc2ccccc2c1=O,-3,4,0,0,-4,11,96,-1,-2.6,-0.1
COC(=O)[C@]1(Cc2ccccc2)N[C@H](CN(C)S(=O)(=O)c2ccc(OC(F)(F)F)cc2)[C@@H]2C(=O)N(C)C(=O)[C@@H]21,-2,0,-1,-1,-1,14,98,-1,-3.0,-1.8
CN(CC(=O)N1CCN(c2ccccn2)CC1)S(=O)(=O)c1cccc2nsnc12,-4,-14,4,10,0,3,86,-5,-0.5,-1.3
CCOc1ccccc1CN1CCN(CC2CC2)CC1CCO (centres undefined),0,0,-2,1,0,3,112,1,-0.6,-3.0
COc1cccc(Nc2ncnc3sccc23)c1,9,5,-6,-1,-8,2,109,-5,-0.3,-1.1
CCC(OC(=O)C(C)N1C(=O)C(=O)c2ccccc21)C(=O)Nc1ccccc1OC (centres undefined),-1,-11,-1,-9,-1,48*,·,-1,-7.6,1.1
Cc1oc(-c2cc3c(cc2Cl)OCO3)nc1CN1CCCC1c1ccc(F)cc1 (centres undefined),2,2,4,24,-5,-14,93,0,2.1,-1.6
FC(F)(F)c1cc(Nc2ccccc2)nc(-c2ccccn2)n1,1,-6,0,18,2,0,95,5,0.0,0.8
Clc1ccc(-n2nnc(-c3cccnc3Cl)n2)cc1Cl,30,-13,-4,-4,-3,0,105,4,-0.1,4.2
Cc1ccc(C(=O)c2c3ccc(C(F)(F)F)cc3nn2CCC(N)=O)cc1,7,-12,3,29,-1,-1,97,-1,0.2,1.3
O=C(C[n+]1cccc2ccccc21)c1ccc(Br)cc1,7,-17,5,4,-1,10,290,1,-2.0,2.6
CC(=O)N1c2ccc(S(=O)(=O)NCC3CCC(C(=O)NC4CCCCC4)CC3)cc2CC1C (centres undefined),2,5,-1,-9,-3,7,·,4,-1.3,-0.9
CCCn1c(=O)c2ccccc2n2c(SCC(=O)NCc3cccs3)nnc12,-5,3,3,20,2,10,·,-6,-2.0,0.4
O=C(O)C1CCC(NSc2ccccc2[N+](=O)[O-])CC1 (centres undefined),2,5,-3,20,-4,11,98,-2,-2.2,0.3
Cc1oc2c(C)c3oc(=O)c(CCC(=O)NCCCn4ccnc4)c(C)c3cc2c1C,0,-5,2,4,-2,-3,105,-2,0.7,-0.6
CCC(C)N1C(=O)/C(=C/c2c(NCCCOC(C)C)nc3c(C)cccn3c2=O)SC1=S (centres undefined),-5,-37,133*,13,-5,14,197,0,-2.9,9.8
CCN1CCN(C(=O)C2CCN(S(=O)(=O)c3cc(Cl)ccc3Cl)CC2)CC1,-1,-15,-2,-7,-3,14,96,0,-2.2,2.3
Cc1ccnc(NC(c2ccccc2)c2ccc3cccnc3c2O)c1 (centres undefined),5,2,-7,2,-11,0,88,0,-0.1,1.3
COc1ccc(C(=O)Nc2cccc(-c3nc4ncccc4o3)c2C)cc1,·,5,6,1,-9,6,106,1,-1.0,1.1
Cc1no[n+]([O-])c1COc1ccccc1/C=N/n1nnnc1N,·,-7,11,-4,-3,-1,106,-3,0.1,0.2
CC(=O)Nc1ccc(Nc2c([N+](=O)[O-])c(=O)n(-c3ccccc3)c3ccccc23)cc1,-6,-4,-2,11,-2,-5,71,-1,1.0,0.5

# Of the compounds above, these contain a COOH group:
SMILES,Wnt bcat act,RTF Ca sens inh,RTF Ca sens act,Arrestin-AP2 inh,Keap1-Nrf2 PPI,MOR-DOR inv ag,Pemphigus Ab inh,V-ATPase pHluor,OPRM1-OPRD1 ag,LANA DNA inh
C=CCOc1cccc(CNc2cccc(C(=O)O)c2)c1,-2,0,-2,35,-2,13,98,8,-2.5,-0.5
CC(C)(CC(=O)O)CC(=O)N1CCCN(c2nc3ccc(Cl)cc3s2)CC1,2,4,-4,-8,-4,7,104,1,-1.2,0.1
O=C(O)C1CCC(NSc2ccccc2[N+](=O)[O-])CC1 (centres undefined),2,5,-3,20,-4,11,98,-2,-2.2,0.3

# New compounds follow
SMILES,Wnt bcat act,RTF Ca sens inh,RTF Ca sens act,Arrestin-AP2 inh,Keap1-Nrf2 PPI,MOR-DOR inv ag,Pemphigus Ab inh,V-ATPase pHluor,OPRM1-OPRD1 ag,LANA DNA inh
Cc1ccc(OCCOC(=O)c2c(-c3ccccc3)noc2C)cc1,-2,-6,-5,0,-3,-36,·,3,5.7,-1.5
CCOc1ccccc1CN1CCN(Cc2cc(=O)c3ccccc3[nH]2)CC1CCO (centres undefined),0,-8,2,7,-4,6,115,-1,-1.2,-1.3
CCCCC(=O)Nc1ccc(C(=O)N2CCN(C)CC2)cc1,·,-5,-5,30,2,11,96,-6,-1.7,0.3
CCOc1ccc(NC(=O)CSc2nc3ccsc3c(=O)n2CCC(=O)O)cc1,1,3,-4,34,5,-1,102,-1,0.2,0.4
O/N=C1\CCCc2ccc3ccccc3c21,6,0,7,16,1,2,96,1,-0.4,-3.8
Cc1ccccc1OCC(=O)NNC(=O)C1CCCCC1C(=O)O (centres undefined),·,-4,5,7,0,6,100,-2,-1.2,-0.5

# Source: PubChem BioAssay
